GALK inhibitor = blocks human galactokinase activity. Potency, µM (doses to about 57.5 µM), for the others: at the top dose activity change, negative = inhibition, actives largely listed as inhibitors. Purified GALK, Kinase-Glo residual ATP luminescence. P51570. hit rate 0.007% among 270,000; also: potency is read from the fitted curve at half-maximal effect; % is scaled to controls: 0 for no effect and ±100 for the full control effect
Target sequence (P51570 whole entry, looked up): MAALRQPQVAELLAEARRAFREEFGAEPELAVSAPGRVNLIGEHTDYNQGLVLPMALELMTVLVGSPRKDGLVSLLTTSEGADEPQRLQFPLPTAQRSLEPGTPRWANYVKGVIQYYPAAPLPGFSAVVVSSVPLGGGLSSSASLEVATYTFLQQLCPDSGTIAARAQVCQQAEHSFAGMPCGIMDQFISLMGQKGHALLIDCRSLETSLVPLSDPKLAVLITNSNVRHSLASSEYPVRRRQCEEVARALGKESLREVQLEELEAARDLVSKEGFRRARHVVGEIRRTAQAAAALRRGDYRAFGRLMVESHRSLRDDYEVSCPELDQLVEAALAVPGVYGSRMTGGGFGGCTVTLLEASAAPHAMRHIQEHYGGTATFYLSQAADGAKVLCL
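Kinase-Glo Plus luminescence measured ATP left after a 1 h room-temperature reaction. The reaction used 5 nM GALK, 100 uM galactose and 35 uM ATP at pH 8.0 (20 mM HEPES, 5 mM MgCl2, 60 mM NaCl, 1 mM DTT, 0.01% BSA).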
TRPV1 ag = human TRPV1 agonism | AID 540275 | activation, % at 8.33 µM | TRPV1-expressing cells, Fluo-8 calcium influx, agonist mode | Q8NER1 | hit rate 0.19% among 320,000; in the data active = activation above about 80%; inconclusive = between about 30% and that limit; also: 0% is about no effect
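Fluo-8 calcium influx in TRPV1-expressing cells, kinetic read (ex 480/em 520 nm). Compound added and read 3 min for agonist activity, followed by capsaicin at EC20 final and 2 min further read for enhancement.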
a7 integrin act = activators of alpha7 integrin expression for muscular dystrophy. AID 624291. Potency, µM (highest dose often 38.3 µM), without a hit: at the highest dose activation, usual class: activators. alpha7betagal myoblasts, beta-gal FDG fluorescence, 48 h. hit rate 0.064% among 350,000;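 also: potency is read from the fitted curve at half-maximal effect; 100% = response of the positive control SU9516; nearly all actives have a fitted effect of over 60% in size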
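alpha7betagal+/- myoblasts (passage 13, 250/well) treated 48 h at 37C with compounds at 1:260 dilution of DMSO stock. Lysed, then beta-galactosidase activity read as FDG fluorescence (ex 480/em 540) after 30 min, with pre-read for autofluorescence.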
KCNH2 3.1 block = blocks the human KCNH2 3.1 channel isoform; activity change, % (tested at about 1.8 µM); hit rate 0.95% among 340,000; U2OS KCNH2 3.1, thallium flux FluxOr; hits give low values;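 active = maximum activity change below -70%; inconclusive = maximum activity change from -70% to -50%; inactive = maximum activity change above -50%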;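 also: thallium influx rate constant from kinetic fluorescence after stimulation buffer; % is scaled to controls: 0 for no effect and ±100 for the full control effect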
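FluxOr-based Tl+ influx in U2OS cells transduced with KCNH2 3.1 virus; rate constants normalized to DMSO controls.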
MBNL1-CUG inh = blocks human MBNL1 binding to CUG repeat RNA; TR-FRET MBNL1-His/biotin-(CUG)12 binding, 665/545 ratio; Q9NR56; hit rate 0.036% among 280,000; Potency, µM (series often up to 57.5 µM), for the others: at the highest dose activity change, negative = inhibition, most hits filed as inhibitors; active = well fitted inhibition curve with a large enough effect in the signal ratio, with a control signal flat, not every such curve was filed as active; inconclusive = small, poorly fitted or top-dose-only effect, or effect the other way, or a change in a side signal; inactive = no such curve, though single readings can be large or run the other way; the % refers to the signal ratio; also: potency is read from the fitted curve at half-maximal effect; % is scaled to controls: 0 for no effect and ±100 for the full control effect
Target sequence (Q9NR56 whole entry, looked up): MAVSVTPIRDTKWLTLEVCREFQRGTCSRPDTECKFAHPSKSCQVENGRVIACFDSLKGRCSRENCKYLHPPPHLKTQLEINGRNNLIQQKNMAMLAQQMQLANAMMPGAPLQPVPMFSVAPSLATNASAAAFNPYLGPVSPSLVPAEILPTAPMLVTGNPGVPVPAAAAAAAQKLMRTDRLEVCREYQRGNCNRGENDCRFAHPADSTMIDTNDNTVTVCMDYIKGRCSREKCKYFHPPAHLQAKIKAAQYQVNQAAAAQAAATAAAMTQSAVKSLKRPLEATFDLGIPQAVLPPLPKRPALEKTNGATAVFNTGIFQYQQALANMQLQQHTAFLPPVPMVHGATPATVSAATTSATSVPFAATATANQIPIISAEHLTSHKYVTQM
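MBNL1-His + Biotin-(CUG)12, cpd titration 92 nM–58 uM; Tb anti-His Ab 0.055 ng/ul, SA-XL665 5 nM (final); 60 min RT; ratiometric 665/545 nm, Ex 340 nm; normalized to buffer and full-complex controls.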
S-ASM inh = inhibitors of human secretory acid sphingomyelinase | P17405 | placental ASM, HMU-PC fluorogenic substrate, 60 min | Potency, µM (highest dose often 57.5 µM), for inactives: at the top dose activity change, negative = inhibition, actives largely listed as inhibitors | hit rate 0.006% among 340,000 | AID 504937; also: potency is read from the fitted curve at half-maximal effect
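Fluorogenic HMU-PC substrate (9 uM final) is turned over by placental ASM in 60 min at 37 C after a 10 min compound preincubation. Reaction ended by alkaline stop (pH 10), with fluorescence read at 386/447 nm.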
CXXC DNA block = inhibitors of human MLL CXXC domain-DNA interaction | MLL-CXXC / FITC-HOXA9 DNA fluorescence polarization | hit rate 0.037% among 290,000 | Q03164 | Potency, µM (titrated, usually from 115 µM), inactives show top-dose activity change, negative = inhibition, most hits filed as inhibitors | AID 2662; active = well fitted inhibition curve with a large enough effect in the polarisation, with a control signal flat, not every such curve was filed as active; inconclusive = small, poorly fitted or top-dose-only effect, or effect the other way, or a change in a side signal; inactive = no such curve, though single readings can be large or run the other way; the % refers to the polarisation; also: potency is read from the fitted curve at half-maximal effect
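Purified MLL-CXXC (added from a 7 uM solution) was preincubated 5 min at ambient with pinned compounds in 50 mM Tris-HCl pH 7.5, 50 mM NaCl, 1 mM DTT, 0.05% BSA. Fluorescein-labeled HOX-A9 DNA (50 nM solution) followed, 30 min, then polarization read.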
FBPA coupling cs = inhibits coupling enzyme system, counter-screen for aldolase hits; coupling enzyme system counterscreen, AmpLite Red fluorescence; activity change, negative = inhibition, % at 58.2 µM, hits read low; hit rate 0.67% among 290,000; AID 2472; in the data active = activity change below about -30%; also: % is scaled to controls: 0 for no effect and ±100 for the full control effect
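Counterscreen of the coupled detection system alone, without aldolase: glyceraldehyde-3-phosphate coupling enzymes plus AmpLite Red readout. Compounds at 57.5 uM final, 10 min RT preincubation, 20 min RT reaction, fluorescence 525/598 nm.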
hERG WT inh = blocks the wildtype human KCNH2 potassium channel | Q12809 | U2OS, BacMam KCNH2, thallium flux FluxOr; hits give low values | activity change, % at 1.84 µM | hit rate 0.37% among 340,000;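 active = maximum activity change below -70%; inconclusive = maximum activity change between -70% and -50%; inactive = maximum activity change above -50%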; also: % is scaled to controls: 0 for no effect and ±100 for the full control effect
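U2OS cells were transduced with wild-type KCNH2 virus (2.03 x 10^8 / mL) for 4 h at room temperature, then cultured overnight at 37 C. Thallium flux was read with FluxOr dye. Rate constants were normalized to DMSO controls.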
A-T KAP1 phos = candidate therapy for ataxia-telangiectasia | […] A-T fibroblasts, KAP-1 phosphorylation AlphaLISA; neocarzinostatin DNA damage 30 min before lysis | Potency, µM (titrated, usually from 57.5 µM), without a hit: at the highest dose activation, hits mostly activators | hit rate 0.19% among 320,000 | AID 485349; also: potency is read from the fitted curve at half-maximal effect; % of control where 0% means no effect; nearly all actives have a fitted effect of over 45% in size
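ATM-like activity read as KAP-1 phosphorylation via AlphaLISA donor/acceptor antibody pairs after lysis and 6 hr at 25C. Cells were ATM-null patient fibroblasts ([…], hTERT), dosed 60 min, then exposed to the DSB inducer NCS for 30 min.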
* marks the source's active call; other numbers are inactive results; ? = inconclusive; nt = not tested or not shown; & = joins results of further samples; [ ] = remark or other dose. Unless noted, calls follow the shape of the dose curve; as a rule, active = well fitted curve in the direction sought with a large enough effect; inconclusive = small, poorly fitted or top-dose-only effect, or another doubt; inactive = no such curve, though single readings can be large; an effect the other way counts as inactive or inconclusive.

SMILES	GALK inhibitor	TRPV1 ag	a7 integrin act	KCNH2 3.1 block	MBNL1-CUG inh	S-ASM inh	CXXC DNA block	FBPA coupling cs	hERG WT inh	A-T KAP1 phos
CCCCNC(=O)NNC(=O)COc1cccc(C)c1C	-1.9%	1.8	36.5%	-0.4	-15.0%	-2.4%	2.2%	0.2	-5.3	-7.0%
CCN(CC)c1ccc(/C=N/NC(=O)c2cccc(N3CCCC3=O)c2)cc1	0.1%	0.7	5.8%	-1.5	?	64.4%[activator]	-17.2%	-2.0	7.6	-3.2%
O=C(Nc1ccccc1)OCCN1CCOCC1	nt	nt	-0.6%	-8.5	nt	3.3%	nt	nt	-8.1	nt
O=S(=O)(NCc1cc(-c2ccccc2)no1)c1ccccc1	-0.7%	4.1	1.8%	-1.7	-5.5%	1.6%	4.2%	-0.8	-6.7	4.6%
COc1cccc2c1C(=N)c1c(O)c3c(c(O)c1C2=O)CC(O)(C(C)=O)CC3OC1CC(N)C(O)C(C)O1 (configuration not stated)	nt	nt	-50.7%[inhibitor]	-16.1	nt	-18.6%	nt	nt	-2.0	nt
O=C(Cc1ccc(N2CCNC2=O)cc1)N1CCCC(Nc2ccc(F)c(F)c2)C1 (configuration not stated)	0.2%	5.2	-37.7%	?	-2.5%	5.1%	6.5%	nt	6.5	6.0%
Cc1cc(NC(=O)CCNS(=O)(=O)c2cc(Br)cnc2N)ccc1Br	2.3%	4.6	-3.6%	-5.8	0.3%	-14.5%	3.5%	-1.3	-6.3	2.2%
COc1ccc(CNC(=O)c2cnc3scc(C)n3c2=O)cc1	0.5%	4.6	-30.0%	?	0.6%	2.3%	-7.5%	2.5	6.1	-3.0%
S=c1[nH]nc(-c2ccccn2)n1/N=C/c1ccccc1	0.2%	0.7	-23.6%	-1.0	-0.4%	2.9%	-5.3%	6.2	0.9	2.3%
Cc1ccc(NC(=O)COc2ccc(N3CC(C(N)=O)CC3=O)cc2)c(C)c1 (configuration not stated)	-0.5%	-1.5	-48.4%[inhibitor]	9.3	-0.6%	4.2%	6.8%	3.1	2.6	0.1%
CSc1ccc(C#N)cc1NC(=O)c1ccccc1C	3.4%	6.2	?	-13.6	13.6%	-3.6%	-4.4%	0.3	-6.1	-2.8%
CN(CC(=O)NCc1ccco1)S(=O)(=O)c1ccc2c(c1)n(C)c(=O)c(=O)n2C	0.5%	-0.4	-24.2%	-6.2	1.3%	-1.0%	-1.8%	2.6	6.2	1.5%
CN(Cc1c(F)cccc1Cl)C(=O)C1CC(=O)N(CCc2ccccc2)C1 (configuration not stated)	0.0%	1.1	8.5%	-3.6	-4.6%	-2.3%	4.0%	1.7	-2.2	-1.0%
C[C@@H](CN1C2=NC[C@H](C)N2C[C@H]1Cc1ccc(O)cc1)NC(=O)CCC1CCCCC1	-1.0%	0.4	-3.1%	-11.0	-9.0%	15.8%	?	-0.3	-9.4	-19.0%
Cc1ccc(S(=O)(=O)N(C)C)cc1NC(=O)c1cc(-c2ccncc2)nc2ccccc12	nt	nt	-14.3%	5.0	nt	-8.8%	nt	nt	-1.0	3.5%
On1nnc2c3ccccc3c3ccccc3c21	-0.6%	0.2	1.9%	1.1	-22.6%	-5.8%	-2.3%	-4.6	1.0	1.2%
CN(CC(=O)Nc1ccccc1Cl)C(=O)CSc1nc2ccccc2s1	1.8%	16.9	14.0%	1.9	-5.3%	3.9%	1.0%	-3.2	-3.1	-0.3%
COCCNS(=O)(=O)c1ccc2c(c1)n(C)c(=O)n2C	-3.1%	-2.1	1.3%	16.7	-7.9%	2.6%	-2.4%	0.3	-8.6	6.9%
CCCCN(C(=O)CCC(=O)Nc1cc(C)on1)C(C(=O)NC(C)(C)C)c1cccc(OC)c1OC (configuration not stated)	-6.4%	0.5	19.4%	-25.3	-13.3%	18.4%	1.1%	1.3	-4.5	8.6%
FCCCOc1ccc(-c2ccnc(-c3ccccc3)n2)cc1	-1.6%	2.9	2.5%	-3.2	-6.7%	-16.9%	-6.0%	-1.7	-6.0	26.9%

Compound profiles, from the list above. Order of values: GALK inhibitor, TRPV1 ag, a7 integrin act, KCNH2 3.1 block, MBNL1-CUG inh, S-ASM inh, CXXC DNA block, FBPA coupling cs, hERG WT inh, A-T KAP1 phos
Entry for CN(CC(=O)Nc1ccccc1Cl)C(=O)CSc1nc2ccccc2s1 → 1.8%, 16.9, 14.0%, 1.9, -5.3%, 3.9%, 1.0%, -3.2, -3.1, -0.3%
Entry for CSc1ccc(C#N)cc1NC(=O)c1ccccc1C → 3.4%, 6.2, ?, -13.6, 13.6%, -3.6%, -4.4%, 0.3, -6.1, -2.8%

Next part.
SMILES	GALK inhibitor	TRPV1 ag	a7 integrin act	KCNH2 3.1 block	MBNL1-CUG inh	S-ASM inh	CXXC DNA block	FBPA coupling cs	hERG WT inh	A-T KAP1 phos
CN(C(=O)c1ccc(NC(=O)Cc2ccc(NC(=O)C3CCN(C(=O)C4CCC4)CC3)cc2)cc1)C1CCCC1	nt	nt	-7.1%	-4.9	nt	2.7%	nt	nt	5.2	nt
COc1ccc(CCNC(=O)c2sc3nc4n(c(=O)c3c2C)CCC4)cc1	nt	-6.6	5.8%	-4.8	nt	-2.6%	nt	nt	-1.1	nt
C=CCN1c2ccccc2[C@]23C[C@@H](C(=O)OC)N(C(=O)c4ccc(Br)cc4)C2=NC(C(=O)OC)=C(C(=O)OC)[C@H]13	4.1%	1.6	-13.3%	3.0	7.8%	-1.1%	0.9%	-3.3&-2.0	-11.5	0.0%
NC(=O)CN1CCN(c2nc(-c3ccc(F)cc3)cs2)CC1	1.8%	-1.4	8.8%	3.1	12.1%	1.7%	-3.0%	-0.4	2.7	0.8%
N#Cc1ccc(-c2ccc(OCC(=O)Nc3cccnc3)cc2)cc1	2.4%	-0.1	-36.8%	12.8	2.2%	3.6%	-7.1%	nt	-9.5	8.3%
Cc1cc(C)nc(/N=C(/NC(=O)Nc2ccc(Cl)c(Cl)c2)Nc2ccccc2)n1	-0.1%	-1.2	nt	nt	1.5%	nt	-0.9%	2.7	nt	0.6%
Fc1ccccc1CSc1nncn1NCc1cccs1	-3.4%	21.8	1.6%[7.66 µM]	8.0	0.9%	2.2%	-0.1%	-1.5	8.9	nt
COc1ccccc1CN(C)CC(=O)NC(=O)NC1CCCCC1	nt	22.5	-13.4%	2.1	nt	0.6%	nt	nt	3.9	5.9%
COc1ccccc1NC(=O)C1=C(C)NC2=C(C(=O)CCC2)C1c1ccc(C)o1 (configuration not stated)	1.3%	0.8	-31.2%	8.8	4.6%	60.5%[activator]	0.9%	-3.8	10.5	-4.0%
O=C(COC(=O)c1ccc(Br)o1)Nc1ncc(Cl)cc1Cl	0.7%	-3.0	-14.0%	6.9	9.5%	-1.1%	6.4%	0.1	-5.9	-3.5%
COc1ccc(CN2CCC(n3nccc3NC(=O)CCc3ccccc3)CC2)c(C)c1C	nt	5.9	1.3%	-80.7*	9.2%	-1.7%	-0.2%	1.7	-0.3	-5.4%
Cc1ccc(S(=O)(=O)NC(=O)Nc2c(C)cccc2C)cc1	-1.0%	3.8	-3.8%	7.3	4.5%	-10.5%	37.8%[activator]	0.7	14.1	-1.6%
C[C@H]1COC(=O)[C@@H](Cc2ccc(F)cc2)C/C=C\C[C@@H](CC(=O)N[C@@H](CO)Cc2ccccc2)C(=O)N1	nt	nt	4.3%	0.6	nt	1.9%	nt	nt	0.2	-1.4%
S=c1[nH]c2cc(Cl)c3cccnc3c2o1	-3.4%	-3.4	-0.1%	-2.7	6.4%	3.1%	-28.9%	-17.1	-14.9	1.1%
COCCOC(=O)c1[nH]c2c(c1C)C(=O)C(C(=O)OC)C(C)C2 (configuration not stated)	1.1%	0.1	-5.5%	8.1	-17.8%	-0.5%	0.5%	-35.7*	-1.8	-1.8%
O=C(COc1ccc2c(-c3ccccc3)cc(=O)oc2c1)NCc1ccccn1	nt	0.6	9.1%	2.3	6.0%	-1.3%	2.5%	7.3	-15.0	7.1%
Cc1nnc(NC(=O)CCC(=O)N2CCN(CCOc3cccc4ccccc34)CC2)s1	1.1%	-0.1	33.0%	-1.2	-4.1%	-3.8%	-3.0%	-0.3	-1.2	8.8%
O=C(c1ccc([N+](=O)[O-])cc1)N1CCN(C(=O)c2ccco2)CC1	-0.4%	0.9	-13.1%	1.2	?	4.8%	5.9%	2.5	9.3	-4.7%

Results in a7 integrin act, for 2 of the compounds above:
mol | a7 integrin act
O=C(COc1ccc2c(-c3ccccc3)cc(=O)oc2c1)NCc1ccccn1 | 9.1%
Cc1nnc(NC(=O)CCC(=O)N2CCN(CCOc3cccc4ccccc34)CC2)s1 | 33.0%
